Assay outcomes as filed in PubChem BioAssay.
TPT1 inhibitor = C. albicans TPT1 enzyme inhibition; recombinant caTPT1, FP RNA substrate dephosphorylation; inhibition, % at 5 µM; hit rate 0.81% among 300,000;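 active means inhibition above the mean of all tested compounds plus 3 SD, set per screening campaign, cut at about 24% in these data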;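 further: plate controls were DMSO alone for no effect and ferristatin control at 100 nM for full effect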
Efflux pump mplx = antifungal efflux pump inhibition, Nile Red retention; S. cerevisiae Candida pump triplex; inhibition, % at 10 µM; hit rate 0.44% among 330,000;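 active means plate passing quality check with inhibition over a set limit, or well fluorescence over plate mean plus 4 SD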;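 further: Nile Red retained in pooled yeast measured as flow cytometry median fluorescence; 0% = buffer negative control and 100% = Enniatin B positive control; higher means more Nile Red kept so more efflux inhibition; some compounds called inactive have numbers as strong as hits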
LYPLA2 counter = counter-screen for PME1 inhibitors: inhibitors of human LYPLA2; recombinant LYPLA2, FP-Rh probe fluorescence polarization; inhibition, % at 5.9 µM; hit rate 0.38% among 320,000;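 active means inhibition above the screen-wide mean plus 3 SD, limit set per campaign, cut at about 26% in these data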;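 further: 0% = LYPLA2 with DMSO and 100% = wells lacking LYPLA2 enzyme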
JMJD2C inh = inhibitors of human GASC-1 (JMJD2C) demethylase. GST-JMJD2C(1-420) H3K9me3 demethylation, DELFIA europium. Q9H3R0. inhibition, % at 2.35 µM. AID 2099. hit rate 0.069% among 330,000;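 active means more than half of a compound's replicate wells show inhibition beyond 50%, single wells judged on their own value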;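 further: signal counts dimethyl H3K9 product captured on neutravidin plate; 0% = median of DMSO wells and 100% = 0.3 times that DMSO median; strong numbers were not always called active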
HCV core dimer = HCV core protein dimerization inhibition; inhibition, % at 5 µM; hit rate 0.33% among 300,000; TR-FRET GST/Flag-core106 dimerization, 1536-well; AID 1899;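 active means inhibition above the mean of all tested compounds plus 3 SD, set per screening campaign, cut at about 45% in these data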
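Assay system: GST-tagged and Flag-tagged HCV core protein residues 1-106 / Times: compound-protein-antibody incubation 4 h at 22.5 °C / Signal: time-resolved FRET, ex 340 nm, em 617 and 671 nm / Evaluation: % inhibition based on acceptor/donor emission ratio / Benchmarks: wells lacking GST-core106 and wells with excess unlabelled core106 / Repeats: singlicate, one well per compound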
PREPL inhibitor = inhibits the human prolyl oligopeptidase-like enzyme; AID 2751; recombinant PREPL, fluorescence polarization activity-based probe; hit rate 0.68% among 320,000; Q4J6C6; inhibition, % at 5.96 µM; in the data active means inhibition above about 43%;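 further: 0% = enzyme with DMSO and 100% = wells lacking enzyme; many of its hits are not listed in these tables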
CTSL1 counter = cathepsin L1 inhibition, PFM18AAP counter-screen; recombinant F. hepatica cathepsin L1, Z-Leu-Arg-MCA fluorescence; AID 1906; inhibition, % at 5.96 µM; hit rate 0.49% among 300,000;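 active means inhibition above the mean of all tested compounds plus 3 SD, set per screening campaign, cut at about 17% in these data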;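 further: 0% = plate median of test compound wells and 100% = 1 µM Z-Phe-Ala-diazomethylketone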
PP1 inh = counter-screen for PP5 inhibitors: inhibitors of human PP1-alpha; hit rate 0.9% among 320,000; P62136; purified PP1alpha, OMFP fluorescence; inhibition, % at 6.7 µM;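 active means inhibition above the mean inhibition of all tested compounds plus 3 SD, computed separately for each screening campaign, cut at about 15% in these data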
Target sequence (P62136 whole entry, looked up): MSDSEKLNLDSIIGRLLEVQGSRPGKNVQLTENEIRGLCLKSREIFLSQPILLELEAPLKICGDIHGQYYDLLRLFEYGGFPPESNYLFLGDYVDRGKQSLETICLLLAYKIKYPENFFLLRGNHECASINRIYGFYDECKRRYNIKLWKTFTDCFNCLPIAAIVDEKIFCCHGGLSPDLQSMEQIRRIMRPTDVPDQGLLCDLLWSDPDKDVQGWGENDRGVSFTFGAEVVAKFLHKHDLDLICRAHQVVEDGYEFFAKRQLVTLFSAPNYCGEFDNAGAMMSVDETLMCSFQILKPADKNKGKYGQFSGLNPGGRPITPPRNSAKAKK
PP5 primary = blocks human protein phosphatase 5 activity. purified PP5c, OMFP substrate fluorescence. hit rate 0.18% among 320,000. inhibition, % at 6.7 µM. AID 1987. P53041;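 active means inhibition above the campaign's mean inhibition across all tested compounds plus 3 SD, cut at about 9.5% in these data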;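 further: 0% = DMSO only and 100% = 100 µM cantharidin control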
Target sequence (P53041 whole entry, looked up): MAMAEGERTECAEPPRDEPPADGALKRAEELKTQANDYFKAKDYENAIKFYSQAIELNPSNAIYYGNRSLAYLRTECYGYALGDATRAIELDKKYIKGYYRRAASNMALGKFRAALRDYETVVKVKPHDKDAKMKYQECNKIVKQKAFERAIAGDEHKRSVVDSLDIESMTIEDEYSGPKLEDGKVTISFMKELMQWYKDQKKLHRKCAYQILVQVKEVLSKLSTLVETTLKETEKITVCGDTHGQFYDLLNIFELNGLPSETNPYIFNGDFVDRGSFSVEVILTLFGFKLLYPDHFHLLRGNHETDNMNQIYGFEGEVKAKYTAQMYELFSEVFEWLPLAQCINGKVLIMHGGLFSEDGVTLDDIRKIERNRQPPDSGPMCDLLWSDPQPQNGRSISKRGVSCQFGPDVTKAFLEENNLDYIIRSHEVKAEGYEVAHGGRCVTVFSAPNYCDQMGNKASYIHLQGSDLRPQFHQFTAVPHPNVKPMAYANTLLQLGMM
Numbers without * were called inactive; x = not tested or not shown.

SMILES	TPT1 inhibitor	Efflux pump mplx	LYPLA2 counter	JMJD2C inh	HCV core dimer	PREPL inhibitor	CTSL1 counter	PP1 inh	PP5 primary
COc1cc(/C=C/c2onc(C)c2[N+](=O)[O-])cc(OC)c1OC	3	0.1	7	1	3	4	-2	-8	-0.6
O=C(NCc1ccc2c(c1)OCO2)Nc1ccc2ccccc2c1	1	0.0	-3	-5	1	0	0	-3	-1.1
Cc1ccc(NC(=O)CN2CCCC2)cc1Br	1	0.0	-4	-15	-8	4	-3	1	5.7
COc1cc(/C=N/NC(=O)c2cnccn2)cc(OC)c1OC	1	-0.1	12	2	-14	8	4	0	0.5
CC(C)Cn1c(N)c(C(=O)COC(=O)C2CC(=O)N(c3ccc4c(c3)OCCO4)C2)c(=O)n(C)c1=O (configuration not stated)	2	0.0	9	44	1	6	-7	-4	-1.8
CN1CCN(c2ccc(NC(=O)c3ccc(Cl)cc3Cl)cc2)CC1	-5	0.2	2	-8	-1	7	-3	-1	-2.9
CCN1C(N(C)CCc2cccs2)=N[C@@H](c2ccccc2)C(C(=O)OC)=C1C	0	-0.1	4	7	4	5	-6	-6	0.2
Cc1ccc(NC(=O)C(c2ccccc2)N2CCN(C(=O)c3ccco3)CC2)cc1 (configuration not stated)	x	0.3	0	2	x	-4	x	-3	1.8
CCc1ccccc1NC(=O)Cn1nnc(C(=O)NCc2cccs2)c1N	-2	0.0	2	0	-13	4	3	-1	3.4
O=C(Nc1ccccc1)N1CCN(Cc2ccc3c(c2)OCO3)CC1	-4	-0.1	4	-8	-3	-5	2	-6	1.9
O=C(NNC(=O)c1ccccc1O)c1ccc(Cl)c(S(=O)(=O)N2CCCCC2)c1	0	0.0	2	6	-2	11	12	-3	-0.7
COCCn1c(SCC(=O)NC(=O)NCc2ccccc2)nc2ccccc21	-3	0.0	-7	2	2	4	7	-1	-1.0
CCOC(=O)c1sc(NC(=O)C(CC)Sc2nccn2C)nc1C (configuration not stated)	-1	-0.1	3	5	-2	13	1	0	0.8
COC(=O)c1[nH]c2cccc(OC)c2c1NC(=O)CN1CCN(c2cccc(OC)c2)C(C)C1 (configuration not stated)	-3	0.0	7	-4	1	11	-1	-4	0.6
CC(=O)c1cccc(NC(=O)N2CCN(S(C)(=O)=O)CC2)c1	1	0.0	5	-5	0	2	0	-2	0.2
O=C1N(Cc2cccnc2)C[C@@H]2C[C@@H](c3ccc4nonc4c3)N3CCC[C@@]123	-5	0.0	5	0	21	10	2	-2	-1.9
Cc1ccc(-n2c(-c3cc(C)n(C)n3)n[nH]c2=S)cc1	1	0.0	-2	-5	-1	0	3	-3	-3.5
COC(=O)c1sc(=S)n(-c2cc(F)ccc2F)c1N	1	0.0	0	1	5	17	2	1	0.6
Cc1ccc(NNC(=O)C(O)(c2cccc(C(F)(F)F)c2)c2cccc(C(F)(F)F)c2)cc1	-1	-0.4	-8	5	9	1	4	4	6.2
O=C(Nc1cc(Oc2ccccc2)cc([N+](=O)[O-])c1)C12CC3CC(C1)CC(n1cnc(Cl)n1)(C3)C2	1	-0.1	-54	-4	21	-8	11	5	4.8

Molecules above that have an aryl methoxy group, in the order listed:
SMILES	TPT1 inhibitor	Efflux pump mplx	LYPLA2 counter	JMJD2C inh	HCV core dimer	PREPL inhibitor	CTSL1 counter	PP1 inh	PP5 primary
COc1cc(/C=C/c2onc(C)c2[N+](=O)[O-])cc(OC)c1OC	3	0.1	7	1	3	4	-2	-8	-0.6
COc1cc(/C=N/NC(=O)c2cnccn2)cc(OC)c1OC	1	-0.1	12	2	-14	8	4	0	0.5
COC(=O)c1[nH]c2cccc(OC)c2c1NC(=O)CN1CCN(c2cccc(OC)c2)C(C)C1 (configuration not stated)	-3	0.0	7	-4	1	11	-1	-4	0.6

A different layout for part of the listing above.
mol | TPT1 inhibitor | Efflux pump mplx | LYPLA2 counter | JMJD2C inh | HCV core dimer | PREPL inhibitor | CTSL1 counter | PP1 inh | PP5 primary
O=C(NCc1ccc2c(c1)OCO2)Nc1ccc2ccccc2c1 | 1 | 0.0 | -3 | -5 | 1 | 0 | 0 | -3 | -1.1
CCOC(=O)c1sc(NC(=O)C(CC)Sc2nccn2C)nc1C (configuration not stated) | -1 | -0.1 | 3 | 5 | -2 | 13 | 1 | 0 | 0.8
O=C(Nc1cc(Oc2ccccc2)cc([N+](=O)[O-])c1)C12CC3CC(C1)CC(n1cnc(Cl)n1)(C3)C2 | 1 | -0.1 | -54 | -4 | 21 | -8 | 11 | 5 | 4.8

Next section.
SMILES	TPT1 inhibitor	Efflux pump mplx	LYPLA2 counter	JMJD2C inh	HCV core dimer	PREPL inhibitor	CTSL1 counter	PP1 inh	PP5 primary
Cc1nnc(Oc2ccccc2)c2ccccc12	4	-0.1	-2	7	-8	4	1	-3	3.6
COc1ccccc1N1C(=O)CC(Sc2n[nH]c(-c3cccc(C)c3)n2)C1=O (configuration not stated)	1	-0.1	-1	-4	1	3	0	1	-3.2
CC(C)OC(=O)c1cc(C(=O)c2cc(Cl)ccc2O)coc1=N	5	-0.1	5	-4	7	14	2	0	1.5
COC(=O)c1ccc(C(=O)OC)c(NC(=O)CSCc2ccc(Cl)cc2)c1	-1	-0.1	6	6	0	-3	4	0	2.5
CCOCCCNC(=O)C1CCC(CNS(=O)(=O)c2ccc(OC)cc2)CC1 (configuration not stated)	2	0.1	6	3	-1	-5	-3	0	5.2
O=C(NNS(=O)(=O)c1ccccc1)c1ccccc1-n1cccc1	1	-0.1	10	7	4	3	-2	1	2.1
C/C(=N/NC(=O)CNC(=O)CCc1ccccc1)c1ccc(Cl)cc1	-4	-0.1	7	-15	-5	19	-4	1	3.7
COc1cc(C2Nc3c(F)cccc3C3C=CCC32)cc(Br)c1OC (configuration not stated)	9	0.3	-8	2	46*	-7	4	4	0.9
COC(=O)CN(c1cc(C(F)(F)F)ccc1Cl)S(C)(=O)=O	-2	0.0	6	-43	-4	0	4	0	2.3
COc1cccc(N(C(=O)c2snc(C(N)=O)c2N)C(C(=O)NCC2CCCO2)c2ccc(F)cc2)c1 (configuration not stated)	-1	0.0	-4	-1	15	8	-1	-4	0.8
NC(=O)c1ccc(-n2nc(C(F)(F)F)c3c2CCCC3)cc1	-2	-2.9	-1	-2	4	-1	2	-3	-0.8
O=C(c1cccc(C(F)(F)F)c1)C1CCCN(C(=O)CCCN2CCCC2=O)C1 (configuration not stated)	3	-0.2	-2	-27	0	11	0	-3	-0.4
Cc1ccc(Cc2cnc(NC(=O)c3cccs3)s2)cc1	2	0.1	-19	3	1	-39	3	11	2.4
COc1cc2c(cc1OC)C(C)N(C(=O)Nc1ccc(F)cc1)CC2 (configuration not stated)	0	0.0	2	4	1	17	3	-3	0.7
CC(C)(C)c1ccc(C(=O)Nc2ccc(NC(=O)c3ccco3)cc2)cc1	-4	0.0	-5	2	4	3	4	-3	1.3
Cc1ccc(-c2nc3ccccc3c(=O)n2N)cc1	-2	-0.1	7	12	6	7	-2	-1	-0.4
O=C(N=C1c2ccccc2CN1c1ccc(F)c(F)c1)c1cccnc1	2	-0.1	-9	6	3	-7	-7	2	-1.4
COC(CNC(=O)c1ccc2c(c1)ncn2-c1cccc(C)c1)OC	-2	-0.1	0	0	1	0	-1	2	1.5
CC(C)COc1ccc(Cc2cnc(N)nc2N)cc1	-3	0.3	3	9	-2	4	-6	3	0.5
CC1(C(=O)N2CC3(CC(c4ccccc4)=NO3)C[C@H]2C(=O)NCC(N)=O)CC1 (some centres not stated)	2	0.2	0	-4	-4	2	0	2	-0.3
Cc1cccc(NC(=O)CSc2nnc(CNC(=O)c3ccc(S(=O)(=O)N(C)C)cc3)n2-c2ccc(F)cc2)c1	-2	-0.2	-3	-3	-6	8	2	10	-4.3
CC(C)CC(=O)Nc1ccc2c(c1)nc(CCN1CCOCC1)n2C	-3	0.0	-9	-5	4	-3	-6	-3	0.6
CSc1nsc(SCC(=O)Nc2ccc(Cl)c(C(=O)O)c2)n1	0	-0.1	-1	-7	5	0	-2	-2	0.8
O=C(/C=C/c1ccccc1)N1CCN(Cc2nc3ccccc3c(=O)[nH]2)CC1	-3	0.1	10	-1	-1	-7	0	-2	4.5
COc1ccc(-c2nc(N)c(C#N)c(-c3cccnc3)c2C)cc1	4	0.2	-1	3	1	1	-2	-2	-0.7
O=C1S/C(=C\c2ccc(N3CCOCC3)o2)C(=O)N1Cc1c(F)cccc1Cl	148*	-0.1	2	4	2	-7	1	1	-0.1
COC(=O)Cn1c(=O)c2c(nc(Br)n2CC(=O)OC)n(C)c1=O	-2	-0.1	2	-1	-5	17	5	1	1.7
COc1ccc(CNS(=O)(=O)c2ccc(F)c(C(=O)Nc3ccccc3OC)c2)cc1	0	0.0	4	5	2	0	-2	0	-1.9
O=C1CC(SC2=NCCS2)C(=O)N1c1ccc(Br)cc1 (configuration not stated)	-3	-0.1	6	-1	15	7	1	-2	1.3
Cc1oc(-c2cccs2)nc1CN1CC[C@@](O)(c2ccccc2)[C@H]2CCCC[C@@H]21	3	-0.1	2	0	11	-5	-4	-4	0.4
CC(C)[C@H](NC(=O)N1CC(=O)Nc2ccccc21)C(=O)N1CCC[C@H]1C(=O)O	1	0.5	-3	7	-3	0	0	-12	1.6
COc1ccc(C2N(c3cc(C)on3)C(=O)C3CCCN32)cc1OC (configuration not stated)	-3	-0.1	3	-14	3	-4	0	1	-0.8

Not all compounds are listed (hit frequency here may not be typical).
